D1 ag: activates the human D1 dopamine receptor; P21728; HEK293 T-REx D1 cells, calcium flux, agonist mode; activation, % at 2 µM; 360,000 compounds, 1% hits; in the data active means activation above about 30%; further: 0% is about no effect
Target sequence (P21728 whole entry, looked up): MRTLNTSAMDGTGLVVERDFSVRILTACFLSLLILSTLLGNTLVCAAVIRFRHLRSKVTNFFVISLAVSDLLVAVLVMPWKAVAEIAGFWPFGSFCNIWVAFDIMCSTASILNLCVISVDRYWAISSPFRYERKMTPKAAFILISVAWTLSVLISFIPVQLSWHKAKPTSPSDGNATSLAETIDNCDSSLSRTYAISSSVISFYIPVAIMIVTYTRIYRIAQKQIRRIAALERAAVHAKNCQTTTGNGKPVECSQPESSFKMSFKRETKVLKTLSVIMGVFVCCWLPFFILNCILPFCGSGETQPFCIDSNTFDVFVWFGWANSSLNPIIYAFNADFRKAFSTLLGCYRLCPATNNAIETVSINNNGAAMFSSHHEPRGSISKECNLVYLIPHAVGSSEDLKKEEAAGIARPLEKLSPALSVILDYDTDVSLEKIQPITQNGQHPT
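Inducible HEK293 T-REx D1 cells, force-coupled to calcium signalling, were plated at 4000 cells/well with tetracycline and held overnight at 30 C. After no-wash calcium dye loading, compound-evoked calcium rise over 180 s flagged agonists.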
RXFP1 antagonist: blocks the human relaxin receptor RXFP1. Q9HBX9. HEK293-RXFP1, relaxin-stimulated cAMP HTRF, 30 min; hits give low values. 350,000 compounds, 0.59% hits. AID 1259400. activity change, negative = inhibition, % at 57.5 µM;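 active means activity change of -60% or lower, but not beyond a set lower limit; inconclusive means change between -60% and -40%, or beyond the set limit; inactive means change above -40%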; further: on the % scale 0 is the no-effect control and ±100 the full control effect
Apoferritin bind: candidate novel general anesthetic via apoferritin binding. Potency, µM (doses to about 77.5 µM), inactives show at the top dose activity change, negative = displacement, actives largely listed as inhibitors. apoferritin/1-aminoanthracene competitive binding, fluorescence. P02791. 350,000 compounds, 0.074% hits; further: potency means the concentration at half of the fitted maximal effect; on the % scale 0 is the no-effect control and ±100 the full control effect; nearly all actives have a fitted effect of over 20% in size
Target sequence (P02791 2-175 limits assumed): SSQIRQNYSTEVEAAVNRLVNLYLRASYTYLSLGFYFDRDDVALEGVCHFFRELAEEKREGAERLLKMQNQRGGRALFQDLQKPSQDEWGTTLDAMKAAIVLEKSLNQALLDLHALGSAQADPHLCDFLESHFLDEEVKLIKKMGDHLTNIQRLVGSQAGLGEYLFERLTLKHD
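Horse-spleen apoferritin (10 uM) in 50% saturated 1-aminoanthracene in PBS was incubated 10 min at room temperature with compound. Fluorescence (ex 380, em 535 nm) was normalized to free and bound 1-AMA, with concentration-response fitted by a four-parameter Hill equation.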
D2 potentiator: D2 dopamine receptor (human) potentiation; P14416; HEK293 T-REx D2, calcium flux, EC20 dopamine potentiation; potentiation, % at 10 µM; 340,000 compounds, 0.34% hits; AID 485347;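 active means potentiation over 3 SD above the plate norm, cut at about 30% in these data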; further: 0% is about no effect
Target sequence (P14416 whole entry, looked up): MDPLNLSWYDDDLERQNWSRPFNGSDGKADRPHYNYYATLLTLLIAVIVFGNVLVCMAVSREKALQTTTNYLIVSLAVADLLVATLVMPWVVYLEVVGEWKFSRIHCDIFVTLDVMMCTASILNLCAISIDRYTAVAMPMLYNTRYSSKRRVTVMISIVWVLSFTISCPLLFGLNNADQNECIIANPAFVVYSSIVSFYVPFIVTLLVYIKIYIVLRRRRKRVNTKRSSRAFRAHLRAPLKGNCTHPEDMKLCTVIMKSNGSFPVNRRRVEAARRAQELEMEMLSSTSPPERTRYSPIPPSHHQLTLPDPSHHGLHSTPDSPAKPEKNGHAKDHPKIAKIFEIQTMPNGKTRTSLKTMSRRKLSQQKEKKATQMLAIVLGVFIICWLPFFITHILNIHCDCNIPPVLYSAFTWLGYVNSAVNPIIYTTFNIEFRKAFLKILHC
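Cells plated with tetracycline inducer and held overnight at 30 C; calcium dye loaded 30–90 min at room temperature; baseline taken, compound added and read 180 s; EC20 dopamine then added and read 180 s.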
TRHR PAM: TRH receptor (human) allosteric enhancement | TRHR cells, fluo-8 calcium fluorescence, EC20 TRH enhancement | enhancement, % at 2 µM | 360,000 compounds, 0.66% hits; in the data active means enhancement above about 30%; further: 0% is about no effect
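TRHR-expressing cells loaded with fluo-8 calcium dye were read kinetically (ex 480/em 530) during compound addition, then stimulated with an EC20 of TRH (10 nM final). Enhancement of the Gq-mediated intracellular calcium response was scored.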
TRHR ag: activates the human TRH receptor; P34981; TRHR cells, calcium flux fluo-8, FDSS agonist mode; activation, % at 2 µM; 360,000 compounds, 0.18% hits; AID 493084; in the data active means activation above about 30%; further: 0% is about no effect
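In this calcium-flux screen, cells bearing human TRHR are dye-loaded with fluo-8, baselined for 10 cycles, then exposed to library compounds; positive kinetic calcium responses during the agonist phase mark hits, with TRH as control.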
D1 PAM: enhances dopamine response at the human D1 receptor; HEK293 TREx D1 cells, calcium flux, dopamine EC20 potentiation; potentiation, % at 10 µM; 360,000 compounds, 0.036% hits; AID 504651; in the data active means potentiation above about 30%; further: 0% is about no effect
D1 antag: human D1 dopamine receptor antagonism | P21728 | activity change, negative = inhibition, % at 10 µM | HEK293 TREx D1 cells, calcium flux, dopamine EC80; hits give low values | 360,000 compounds, 3.2% hits; in the data active means activity change below about -30%; further: on the % scale 0 is the no-effect control and ±100 the full control effect
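Tetracycline-induced HEK293 Trex D1 cells, force-coupled to calcium, dye-loaded; compounds added and read 180 s, then EC80 dopamine added and calcium flux tracked kinetically another 180 s.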
RXFP1 agonist: RXFP1 (human) receptor agonism; Potency, µM (series often up to 57.5 µM), without a hit: top-dose activation, actives largely listed as activators; Q9HBX9; 370,000 compounds, 0.3% hits; AID 2676; HEK293T-RXFP1 cAMP TR-FRET, 30 min; response scale: percent of porcine relaxin response, buffer zero; further: potency means the concentration at half of the fitted maximal effect; on the % scale 0 is the no-effect control and ±100 the full control effect; nearly all actives have a fitted effect of over 60% in size; many of its hits are not listed in these tables
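HEK293T cells stably expressing RXFP1 were pretreated with the PDE4 inhibitor Ro 20174, exposed to compounds for 30 min at 37C, lysed, and cAMP was read by TR-FRET. Data normalized to buffer (basal) and 29 nM porcine relaxin (100%).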
Starred values were filed as active, the others as inactive; [ ] = dose if it differs, or a comment. Unless noted, the call rests on the fitted dose curve; in most records, active means well fitted curve in the direction sought with a large enough effect; inconclusive means small, poorly fitted or top-dose-only effect, or another doubt; inactive means no such curve, though single readings can be large; an effect the other way counts as inactive or inconclusive. The list is partial; count on the stated rates, not on these rows.

O=C(CSc1nnc(COc2ccccc2)o1)N1CCOCC1 was read as D1 ag 5, RXFP1 antagonist -3, Apoferritin bind -12%, D2 potentiator -8, TRHR PAM -1, TRHR ag 1.1, D1 PAM -5, D1 antag 14 and RXFP1 agonist -0.1%.
COc1ccc(-n2c(SCC(N)=O)nc3sc4c(c3c2=O)CCN(C)C4)cc1 was read as D1 ag 0, RXFP1 antagonist -2, Apoferritin bind -4%, D2 potentiator 9, TRHR PAM 5, TRHR ag 0.6, D1 PAM 0, D1 antag -20 and RXFP1 agonist 3.5%.
For COc1ccc(CN(C)Cc2c(O)ccc3cc(Br)ccc23)cc1OC the results were D1 ag 4, RXFP1 antagonist 6, Apoferritin bind 2%, D2 potentiator -10, TRHR PAM -7, TRHR ag 0.5, D1 PAM -8, D1 antag -22 and RXFP1 agonist 5.9%.
For Cc1ccc(CCNC(=O)c2cc3sccc3n2Cc2ccc(C)cc2)cc1 the results were D1 ag 7, Apoferritin bind 57%[activator], D2 potentiator -2, TRHR PAM 24, TRHR ag 0.6, D1 PAM -3, D1 antag -4 and RXFP1 agonist 4.8%.
[O-][N+]1=c2ccc(Nc3ccccc3)cc2=NC12CCCCC2 was read as D1 ag 1, RXFP1 antagonist -9, Apoferritin bind inconclusive, D2 potentiator -14, TRHR PAM 1, TRHR ag 0.6, D1 PAM -10, D1 antag -55* and RXFP1 agonist -1.8%.
`Cc1cc(C)nc(SCc2cc(=O)c(OC(=O)c3cccc([N+](=O)[O-])c3)co2)n1` gave D1 ag 1, Apoferritin bind inconclusive, D2 potentiator -3, TRHR PAM -2, TRHR ag -0.6, D1 PAM -10, D1 antag -20 and RXFP1 agonist -0.9%.
CCOC(=O)NN1C(=O)c2ccccc2NC1c1ccccc1O (centres undefined) was read as D1 ag 0, RXFP1 antagonist -3, Apoferritin bind 51%[activator], D2 potentiator -1, TRHR PAM 5, TRHR ag 0.1, D1 PAM 0, D1 antag 6 and RXFP1 agonist 1.3%.
Screening CC(=O)c1cccc(N2Cc3ccccc3C2=NC(=O)CCl)c1 returned D1 ag 0, RXFP1 antagonist -3, Apoferritin bind -15%, D2 potentiator 13, TRHR PAM -6, TRHR ag 0.6, D1 PAM -4 and RXFP1 agonist 4.9%.
For O=C(O)CC(CC(=O)Nc1ccc(Oc2ccccc2)cc1)c1ccccc1 (centres undefined) the results were D1 ag 2, RXFP1 antagonist 5, Apoferritin bind -9%, D2 potentiator 9, TRHR PAM 3, TRHR ag 0.2, D1 PAM -3, D1 antag -1 and RXFP1 agonist 1.0%.
O=C(NCC(=O)N(c1ccc2c(c1)OCCO2)C(C(=O)NC1CCCC1)c1ccco1)c1ccco1 (centres undefined) was read as D1 ag 0, RXFP1 antagonist 3, Apoferritin bind -4%, D2 potentiator 12, TRHR PAM 7, TRHR ag -0.7, D1 PAM 3, D1 antag 1 and RXFP1 agonist -1.7%.
Screening CCCOc1c(Cl)cc(C(=O)N(Cc2cccc(OC)c2)C2CCS(=O)(=O)C2)cc1Cl (centres undefined) returned D1 ag 7, RXFP1 antagonist -35, Apoferritin bind 30%, D2 potentiator 2, TRHR PAM -9, TRHR ag 0.9, D1 PAM -1, D1 antag 13 and RXFP1 agonist 4.6%.
Screening OCC1(CCCc2ccccc2)CCN(C2CCSCC2)CC1 returned D1 ag 3, RXFP1 antagonist -2, Apoferritin bind -7%, D2 potentiator 2, TRHR PAM -7, TRHR ag -2.0, D1 PAM 4, D1 antag 5 and RXFP1 agonist -1.9%.

Sorted by formula weight (largest number first): part of the list above
COc1ccc(-n2c(SCC(N)=O)nc3sc4c(c3c2=O)CCN(C)C4)cc1 was read as D1 ag 0, RXFP1 antagonist -2, Apoferritin bind -4%, D2 potentiator 9, TRHR PAM 5, TRHR ag 0.6, D1 PAM 0, D1 antag -20 and RXFP1 agonist 3.5%.
O=C(CSc1nnc(COc2ccccc2)o1)N1CCOCC1 was read as D1 ag 5, RXFP1 antagonist -3, Apoferritin bind -12%, D2 potentiator -8, TRHR PAM -1, TRHR ag 1.1, D1 PAM -5, D1 antag 14 and RXFP1 agonist -0.1%.
Screening OCC1(CCCc2ccccc2)CCN(C2CCSCC2)CC1 returned D1 ag 3, RXFP1 antagonist -2, Apoferritin bind -7%, D2 potentiator 2, TRHR PAM -7, TRHR ag -2.0, D1 PAM 4, D1 antag 5 and RXFP1 agonist -1.9%.

Continued:
O=C(CCCn1c(=O)c2cccn2c2ccc(F)cc21)NCCc1ccccc1 was read as D1 ag 3, RXFP1 antagonist -12, Apoferritin bind -6%, D2 potentiator 2, TRHR PAM -7, TRHR ag 0.0, D1 PAM 0, D1 antag -1 and RXFP1 agonist inconclusive.
For CCOC(=O)Cn1c(=NC(=O)CC)sc2c(C)cc(C)cc21 the results were D1 ag 1, RXFP1 antagonist -15, Apoferritin bind -8%, TRHR PAM -1, TRHR ag 0.4, D1 PAM -4, D1 antag 9 and RXFP1 agonist inconclusive.
Screening Cc1ccc(C2(C)NC(=O)N(CC(=O)Nc3c(C)n(C)n(-c4ccccc4)c3=O)C2=O)cc1 (centres undefined) returned D1 ag 3, Apoferritin bind -4%, D2 potentiator 18, TRHR PAM 0, TRHR ag 0.2, D1 PAM -4, D1 antag 13 and RXFP1 agonist -1.1%.
`COc1ccc(OCc2n[nH]c(=S)n2Cc2ccco2)cc1` gave D1 ag 2, RXFP1 antagonist -9, Apoferritin bind -5%, D2 potentiator 5, TRHR PAM 0, TRHR ag -0.2, D1 PAM 2, D1 antag 3 and RXFP1 agonist 1.6%.
For O=C(CC1NC2CCCCC2NC1=O)Nc1ccc2c(c1)OCO2 (centres undefined) the results were D1 ag 2, RXFP1 antagonist -15, Apoferritin bind 8%, D2 potentiator 0, TRHR PAM 0, TRHR ag 0.0, D1 PAM -3, D1 antag -8 and RXFP1 agonist -0.6%.
CCN(CC)c1cc(C)c2cc(NC(=O)/C=C/c3ccc(C)cc3)ccc2n1 was read as D1 ag 1, Apoferritin bind 18%, D2 potentiator 7, TRHR PAM 1, TRHR ag 0.1, D1 PAM -1, D1 antag -21 and RXFP1 agonist 8.0%.
`Cc1cc2oc(C(=O)N(Cc3ccccc3)c3ccccn3)cc(=O)c2cc1Cl` gave D1 ag 2, RXFP1 antagonist -3, Apoferritin bind -7%, TRHR PAM 2, TRHR ag 0.7, D1 PAM 2, D1 antag 9 and RXFP1 agonist 0.0%.
Screening COc1cc(C2c3c(-c4ccccc4O)n[nH]c3C(=O)N2CCO)ccc1OCc1ccccc1 (centres undefined) returned D1 ag 1, RXFP1 antagonist -6, Apoferritin bind -8%, D2 potentiator 5, TRHR PAM 4, TRHR ag 0.4, D1 PAM 0, D1 antag 5 and RXFP1 agonist 0.3%.
`O=C1CN(C(=O)COC(=O)C2CC(=O)N(Cc3ccco3)C2)c2ccccc2N1` (centres undefined) gave D1 ag 3, RXFP1 antagonist -7, Apoferritin bind -11%, D2 potentiator 5, TRHR PAM -11, TRHR ag -0.4, D1 PAM 6, D1 antag -9 and RXFP1 agonist 0.4%.
For CS(=O)(=O)N1CCN(CC(=O)NC2CCCCC2)CC1 the results were D1 ag 1, RXFP1 antagonist 7, Apoferritin bind -4%, D2 potentiator -4, TRHR PAM 4, TRHR ag 1.1, D1 PAM 2, D1 antag 1 and RXFP1 agonist 2.0%.
`O=c1nc2ccccc2c2n1CC(CN1CCN(c3ccc(F)cc3)CC1)N2` (centres undefined) gave D1 ag 1, RXFP1 antagonist -7, Apoferritin bind -4%, D2 potentiator 12, TRHR PAM -2, TRHR ag 0.1, D1 PAM -1, D1 antag -2 and RXFP1 agonist 1.8%.
For Cn1cc(SCC(=O)N2CCN(c3ccccc3)CC2)c2ccccc21 the results were D1 ag 0, RXFP1 antagonist -5, Apoferritin bind -5%, D2 potentiator -2, TRHR PAM -8, TRHR ag -0.4, D1 antag -1 and RXFP1 agonist 0.5%.
Screening Cc1ccc(-c2nc(NC(=O)CSc3nc(C)nc4sc5c(c34)CCCC5)ns2)cc1 returned D1 ag 0, RXFP1 antagonist -3, Apoferritin bind -6%, D2 potentiator 11, TRHR PAM -1, TRHR ag 0.5, D1 PAM -4, D1 antag -3 and RXFP1 agonist -1.3%.
Cc1ccc(-c2csc(NC(=O)CN3CCOCC3)n2)cc1 was read as D1 ag -1, RXFP1 antagonist -5, Apoferritin bind -8%, D2 potentiator -7, TRHR PAM -2, TRHR ag -0.1, D1 PAM -6, D1 antag -12 and RXFP1 agonist 1.9%.
For CNC(=O)C1CC(=O)N(CCc2ccc(OC)c(OC)c2)C(=Nc2ccc(F)cc2)S1 (centres undefined) the results were D1 ag 3, RXFP1 antagonist 8, Apoferritin bind -3%, D2 potentiator -2, TRHR PAM -2, TRHR ag 0.3, D1 PAM 0, D1 antag 23 and RXFP1 agonist 1.0%.
For OCCN1CCN(c2nc(-c3ccccc3)c3cc(Cl)ccc3n2)CC1 the results were D1 ag 10, RXFP1 antagonist -33, Apoferritin bind 48%[activator], D2 potentiator -3, TRHR PAM 25, TRHR ag 3.1, D1 PAM 7, D1 antag 30 and RXFP1 agonist 2.5%.
Screening Cc1ccc(CS(=O)(=O)Cc2ccc(C(=O)NCCCN3CCOCC3)o2)cc1 returned D1 ag 2, RXFP1 antagonist -12, Apoferritin bind -8%, D2 potentiator -6, TRHR PAM 5, TRHR ag -0.3, D1 PAM 1, D1 antag 21 and RXFP1 agonist 0.1%.
`Cn1nc(C(=O)NNC(=O)c2ccc(Cl)cc2)ccc1=O` gave D1 ag 3, RXFP1 antagonist 1, D2 potentiator -2, TRHR PAM 1, TRHR ag -0.5, D1 PAM 0, D1 antag 6 and RXFP1 agonist 3.8%.
`Cc1cc(C(=O)CSC(C)c2nc3ccccc3c(=O)[nH]2)c(C)n1C` (centres undefined) gave D1 ag 1, RXFP1 antagonist 11, Apoferritin bind -21%, D2 potentiator 1, TRHR PAM 3, TRHR ag -0.1, D1 PAM -6, D1 antag 20 and RXFP1 agonist 3.0%.
`NC(=O)c1cc(N2C(=O)C3CC=CCC3C2=O)ccc1N1CCCCC1` (centres undefined) gave D1 ag 6, RXFP1 antagonist 5, Apoferritin bind inconclusive, D2 potentiator 12, TRHR PAM -1, TRHR ag 0.6, D1 PAM 1, D1 antag 9 and RXFP1 agonist 1.8%.
Screening O=C(NC1CC1)C1CCCN1C(=O)NC1CCCCC1 (centres undefined) returned D1 ag 3, RXFP1 antagonist 9, Apoferritin bind -3%, D2 potentiator 0, TRHR PAM -12, TRHR ag 0.0, D1 PAM 1, D1 antag -23 and RXFP1 agonist -0.2%.
`O=C(/C=C/c1ccc(F)cc1)Nc1ccc(S(=O)(=O)Nc2ncccn2)cc1` gave D1 ag 2, RXFP1 antagonist 6, Apoferritin bind -5%, D2 potentiator -1, TRHR PAM 3, TRHR ag 1.3, D1 PAM -10, D1 antag -7 and RXFP1 agonist 0.7%.
